SW480 rerep: inducers of DNA re-replication in SW480 colon cancer cells; Potency, µM (titrated, usually from 46.1 µM), inactives show top-dose re-replication activation, most hits filed as activators; 1.8% of 340,000 active; SW480 DNA re-replication, Hoechst DNA content imaging, 48 h; further: potency means the concentration at half of the fitted maximal effect; % of control where 0% means no effect; nearly all actives have a fitted effect of over 55% in size
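First, 250 cells per well were seeded. Next, compound or vehicle (23 nL) was pinned in, plates sat 48 hr at 37 C. Finally Hoechst was added for 40 min before fluorescence scanning.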
IL1B secr inh: inhibitors of inflammasome signaling (IL-1 beta secretion) | 4.7% of 360,000 active | activity change, % at 57.5 µM | THP-1 LPS/ATP IL-1B secretion, AlphaLISA, 16 h; stronger effect = lower value; in the data active means activity change below about -50%; inconclusive means mostly about -30% to -49%; further: on the % scale 0 is the no-effect control and ±100 the full control effect
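THP-1 cells pretreated 1 hr with compounds (up to 57.5 uM final), then stimulated with LPS (250 ng/mL final) plus ATP (1.25 mM final); secreted IL-1B measured by AlphaLISA after 16 hr, decreased signal indicating inhibition.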
HT1080 IDH1KD tx: kills HT-1080 cells with IDH1 knockdown; HT-1080 IDH1 knockdown viability, ATP luminescence, 48 h; Potency, µM (doses to about 46.1 µM), for inactives: top-dose activity, negative = toxicity, hits mostly cytotoxic; 2% of 360,000 active;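 further: potency means the concentration at half of the fitted maximal effect; 0% = DMSO wells and -100% = cell-free medium wells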
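After a 2 h attachment period, IDH1KD HT-1080 cells took pin-transferred compound for 48 h at 37 °C; ATP-based luminescence after 10 min room-temperature reagent incubation reported viability.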
HT1080NT lethal: kills 2HG-producing HT-1080-NT fibrosarcoma cells; HT-1080-NT fibrosarcoma viability, CellTiter-Glo ATP luminescence, 48 h; Potency, µM (top dose mostly 46.1 µM), inactives show at the highest dose activity, negative = less viability, most hits filed as cytotoxic; 1.6% of 360,000 active;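 further: NT is the 2HG producing partner of a matched IDH1 knockdown line; potency means the concentration at half of the fitted maximal effect; 0% = DMSO-treated cells and -100% = media-only wells without cells; nearly all actives have a fitted effect of over 55% in size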
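750 cells/well, RPMI + 5% FBS; 2 h settle, compound pin-transfer, 48 h at 37 degrees C. CellTiter-Glo 10 min RT, luminescence. Normalized to DMSO and media-only wells.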
ATXN viability: reduces viability in counter-screen for ATXN expression inhibitors; S2 cells (HEK-293 line with an ATXN2-luciferase reporter) viability, CellTiter-Fluor protease fluorescence, 24 h; Potency, µM (highest dose often 56.7 µM), usual class: cytotoxic; 0.49% of 400,000 active; further: potency means the concentration at half of the fitted maximal effect; nearly all actives have a fitted effect of over 40% in size
HepG2 tox: counter-screen for TGF-b inhibitors: cytotoxicity in HepG2 cells | 0.76% of 410,000 active | AID 588856 | HepG2 CAGA-GFP viability, ATP luminescence, 18 h | Potency, µM (titrated, usually from 46.1 µM), for inactives: top-dose activity change, negative = cytotoxicity, hits mostly cytotoxic; further: potency means the concentration at half of the fitted maximal effect; some results filed as inactive show a strong effect at the top dose
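CellTiter-Glo luminescence gave cytotoxicity after 18 hours at 37 degrees C. The cells were HepG2 CAGA-GFP in 1% FBS DMEM, stimulated with 500 pg/mL TGF-beta after compound addition. %Activity was normalised to no-cell wells (complete cell-killing) and DMSO (no toxicity), and curves were fitted and classified.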
ATXN2 expr inh: inhibitors of ATXN2 expression; 0.72% of 360,000 active; HEK-293 ATXN2-luciferase reporter, luminescence, 24 h; AID 1745845; Potency, µM (highest dose often 57 µM), without a hit: at the top dose activity change, negative = inhibition, usual class: inhibitors; further: potency means the concentration at half of the fitted maximal effect; on the % scale 0 is the no-effect control and ±100 the full control effect; nearly all actives have a fitted effect of over 55% in size
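ATXN2-luciferase reporter cells (luciferase flanked by upstream and downstream ATXN2 gene portions) were treated 24 h at 37 °C with compounds at up to 57 uM. SteadyGlo luminescence gave expression; GF-AFC fluorescence gave viability.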
MCF10A rereplic: inducers of DNA re-replication in MCF 10A breast cells; 2.9% of 350,000 active; MCF 10A DNA re-replication, Hoechst nuclear intensity, 48 h; Potency, µM (titrated, usually from 46.1 µM), without a hit: at the highest dose activity, positive = re-replication, actives largely listed as activators; further: potency means the concentration at half of the fitted maximal effect; % of control where 0% means no effect; nearly all actives have a fitted effect of over 50% in size
KB-3-1 cytotox: kills parental KB-3-1 adenocarcinoma cells | KB-3-1 viability, CellTiter-Glo ATP luminescence, 72 h | Potency, µM (doses to about 46.1 µM), for inactives: at the top dose activity change, negative = cytotoxic, hits mostly cytotoxic | 1.4% of 400,000 active | AID 1347075; further: potency means the concentration at half of the fitted maximal effect; on the % scale 0 is the no-effect control and ±100 the full control effect; nearly all actives have a fitted effect of over 60% in size
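Using CellTiter-Glo luminescence, growth of non-resistant KB-3-1 adenocarcinoma cells is assessed 72 h after pin-tool compound addition at 37 °C. Normalized responses across the concentration series yield fitted curves.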
Starred values were filed as active, the others as inactive; i = inactive; ? = inconclusive; nt = not tested or not shown; & = joins results of further samples; [ ] = another dose, or the depositor's remark. Unless noted, the call rests on the fitted dose curve; in most records, active means well fitted curve in the direction sought with a large enough effect; inconclusive means small, poorly fitted or top-dose-only effect, or another doubt; inactive means no such curve, though single readings can be large; an effect the other way counts as inactive or inconclusive.

canonical_smiles	SW480 rerep	IL1B secr inh	HT1080 IDH1KD tx	HT1080NT lethal	ATXN viability	HepG2 tox	ATXN2 expr inh	MCF10A rereplic	KB-3-1 cytotox
C/C(=N\NC(=S)NC(C)C)c1ccccc1	-2%	-6	-1%	4%	i	-8%	-11%	9%	2%
C=CCNC(=S)NNC(=O)c1cccn(Cc2ccc(Cl)cc2Cl)c1=O	-13%	14	-21%	3%	i	-1%	-11%	5%	3%
CCn1c(COc2cccc(OC)c2)nnc1SCC(=O)Nc1cccc(OC)c1	7%	-26	-28%	-1%	i	-7%	-8%	7%	0%
CCC1CCCCN1Cc1c(O)ccc2c(=O)c(Oc3ccccc3Cl)c(C(F)(F)F)oc12 (configuration not stated)	nt	nt	nt	nt	i	-91%	0%	nt	1%
O=C(CSc1nc2scc(-c3ccccc3)c2c(=O)[nH]1)NCCc1ccccc1	-3%	10	4%	-7%	i	3%	-7%	11%	nt
O=C(CSc1ccc(C(F)(F)F)cc1[N+](=O)[O-])NCCOc1ccccc1	-5%	0	3%	-1%	i	-6%	-3%	-1%	?
Cc1cc2c(cc(C(=O)NCc3cccnc3)n2Cc2ccc(Cl)cc2)o1	-2%	-3	-30%	3%	i	23%	-2%	-6%	-17%
CCCC1(CCC)NC(=O)N(CC(=O)N2CCc3ccccc32)C1=O	0%	-3	-4%	0%	i	-33%	1%	-1%	14%
O=c1[nH]cnc2c1C(c1ccccc1)c1c(nc[nH]c1=O)O2	-2%	-12	5%	0%	i	5%	11%	-1%	-2%
O=C(Nc1ccc2c(c1)OCCO2)C1CCCN(S(=O)(=O)c2cccnc2)C1 (configuration not stated)	5%	24	3%	0%	i	1%	-1%	9%	1%
CCOC(=O)c1c(NC(=O)c2cc(-c3cccc(O)c3)on2)sc(C(C)=O)c1C	-14%	-5	13%	7%	i	-7%	1%	16%	4%
C=CCNC(=O)c1c(N)n(-c2ccc3c(c2)OCO3)c2nc3ccccc3nc12	-1%	18	1%	10%	?	1%	-14%	1%	1%
COC(=O)c1ccc(-n2cnc3ccccc32)nc1	5%	?	10%	15%	i	-4%	63%[activator]	-3%	8%
O=C1CN(C(=O)CCN2CCOCC2)C(c2ccccc2)c2cc(Br)ccc2N1 (configuration not stated)	-2%	18	5%	5%	i	-6%	0%	-16%	-8%
CC(C)(C)CN1CCNC(=O)C1CC(=O)NCCc1ccccc1F (configuration not stated)	-8%	-9	12%	13%	i	1%	0%	-3%	8%
Cc1ccc(NC(=O)CSc2nnc(NC(=O)C3CC3)s2)cc1C	1%	-5	0%	5%	i	8%	-6%	23%	-5%
COc1ccc(-c2csc(NC(=O)CN3C(=O)C4CC=CCC4C3=O)n2)cc1 (configuration not stated)	-19%	-1	-30%	-21%	i	-5%	-9%	-2%	-10%
CC1CN(c2ccc(C(F)(F)F)cc2[N+](=O)[O-])CCN1S(C)(=O)=O (configuration not stated)	2%	-6	6%	2%	i	-4%	-2%	-3%	-3%
CCN(CC)c1ccc(C(=O)OCC(=O)NC2CCCCC2C)cc1 (configuration not stated)	-9%[9.22 µM]	33	-4%	1%	i	12%	0%	13%	0%
CC(=O)c1c(C)[nH]c(C(=O)OCc2ccc(Br)cc2)c1C	-5%	0	?	?	i	-16%	97%[activator]	16%	?
CC(=O)Nc1ccc(S(=O)(=O)Nn2cnnc2)cc1	-8%	11	6%	2%	i	2%	8%	-3%	-2%
COc1ccc(C(C)=O)cc1CN1C(=O)C(C)N(c2ccc(C)cc2)C1=O (configuration not stated)	-12%	25	1%	-6%	?	-28%	2%	7%	6%
CC(O/N=C(\N)c1ccccc1)C(=O)Nc1cccc(C(F)(F)F)c1 (configuration not stated)	-14%	3	3%	3%	i	-23%	-26%	10%	18%
Cc1cc(-n2cccn2)ccc1CN1CCN(CC(C)C)C(CCO)C1 (configuration not stated)	13%	40	-1%	-3%	i	-11%	-5%	10%	5%
CN1C(=O)CC(c2ccccc2)C1=O (configuration not stated)	14%	20	6%	?	i	2%	7%&16%	?	0%

Random excerpt: four records from the list
canonical_smiles	SW480 rerep	IL1B secr inh	HT1080 IDH1KD tx	HT1080NT lethal	ATXN viability	HepG2 tox	ATXN2 expr inh	MCF10A rereplic	KB-3-1 cytotox
Cc1cc(-n2cccn2)ccc1CN1CCN(CC(C)C)C(CCO)C1 (configuration not stated)	13%	40	-1%	-3%	i	-11%	-5%	10%	5%
CCCC1(CCC)NC(=O)N(CC(=O)N2CCc3ccccc32)C1=O	0%	-3	-4%	0%	i	-33%	1%	-1%	14%
O=C(CSc1ccc(C(F)(F)F)cc1[N+](=O)[O-])NCCOc1ccccc1	-5%	0	3%	-1%	i	-6%	-3%	-1%	?
Cc1ccc(NC(=O)CSc2nnc(NC(=O)C3CC3)s2)cc1C	1%	-5	0%	5%	i	8%	-6%	23%	-5%

New compounds follow.
canonical_smiles	SW480 rerep	IL1B secr inh	HT1080 IDH1KD tx	HT1080NT lethal	ATXN viability	HepG2 tox	ATXN2 expr inh	MCF10A rereplic	KB-3-1 cytotox
CC(Sc1nc(-c2ccccc2)cc(C(F)(F)F)n1)C(=O)N1CCCC1 (configuration not stated)	-8%	-3	5%	0%	i	16%	-3%	19%	5%
COc1cc(C(=O)Oc2cccc(C(=S)N3CCOCC3)c2)cc(OC)c1OC	0%	-7	0%	-2%	i	0%	-5%	-8%	nt
CCOC(=O)/C(C#N)=C/c1ccc(N2CCN(Cc3ccccc3)CC2)cc1	-1%	i	-2%	-1%	i	-35%	11%	?	9%
O=C(O)c1cccc(Nc2nc(-c3ccccc3)nc3ccccc23)c1	-6%	13	-15%	-14%	i	-6%	11%	7%	-4%
O=C(CSc1ccc2nnc(-c3ccncc3)n2n1)NCC1CCCO1 (configuration not stated)	-19%	-7	0%	5%	i	8%	9%	1%	5%
O=C(CCNS(=O)(=O)c1ccccc1)NNC(=O)COc1ccc(Cl)cc1	-4%	-14	1%	2%	?	-20%	nt	6%	10%
C=CCn1c(SCc2ccc(C#N)cc2)nnc1-c1cccc(OC)c1	-3%	-10	-6%	-8%	i	-23%	-3%	-1%	-6%
Cc1cc(S(=O)(=O)NC2CCN(Cc3ccccc3)CC2)c(C)cc1Cl	17%	-96*	21µM*	?	i	-62%	-9%	?	3%
CC(C)(C)OC(=O)C[C@H]1C/C=C\C[C@@H](CC(=O)N[C@@H](CO)Cc2ccccc2)C(=O)NCCOC1=O	-1%	-8	9%	14%	i	-2%	-4%	19%	6%
COc1ccccc1C(=O)NNC(=O)Cc1ccccc1	-10%	18	6%	21%	i	-1%	30%	-5%	-2%
CSc1cc(C)n(-c2ccc(Cl)cc2)c(=S)c1C(C)=O	-5%	8	6%	7%	i	-8%	-6%	9%	-3%
NC(=O)CC1C(=O)N(c2ccc(F)cc2)C(=O)N1NC(=O)CCc1ccccc1 (configuration not stated)	-2%	-5	0%	14%	?	0%	-25%	4%	4%
CCOC(=O)c1sc(=S)n(C)c1NC(=O)c1ccc(C(C)(C)C)cc1	2%	-28	16µM*	?	?	-9%	-25%	?	?
Clc1ccccc1-c1ncc2ccccn12	-3%	-17	7%	4%	i	-9%	-12%	-5%	3%
Cc1cc(C)cc(NC(=O)COC(=O)[C@@H](NC(=O)c2ccco2)C(C)C)c1	3%	26	-2%	2%	nt	-4%	-29%	2%	1%
Cc1ccc(CNC(=O)Nc2cc(C(=O)NCc3ccc(C(C)C)cc3)ccc2N2CCCC2)cc1	nt	nt	nt	nt	i	-2%	6%	nt	?
CN1CCN(c2ccc(NC(=O)c3ccc4c(c3)OCO4)cc2)CC1	1%	-27	0%	-2%	i	-2%	15%	-1%	0%
CCC(CC)NC(=O)COC(=O)c1ccc(OCc2ccc(C(C)=O)cc2OC)c(OC)c1	3%	34	12%	6%	i	-8%	-2%	25%	17%
CNc1nnc(-c2cc3ccccc3oc2=O)s1	?	5	-18%	-17%	i	-13%	-25%	?	1%
Cc1ccc(-c2ccc(=O)n(CC(=O)NCCN3C(C)CCCC3C)n2)cc1 (configuration not stated)	-1%	-3	3%	-16%	i	-3%	-13%	-9%	-6%
CCOc1ccc(C(=O)Nc2cc(NC(=O)c3ccc(OCC)c(Cl)c3)cc(C(=O)O)c2)cc1Cl	-1%	22	15%	1%	i	-1%	2%	-13%	-6%
O=C(NC1CCCC1)C(c1cccnc1)N(C(=O)c1ccco1)c1cccc(F)c1 (configuration not stated)	-17%	-5	5%	8%	i	4%	10%	16%	0%
Nc1ccc(S(=O)(=O)Nc2ccc(Cl)nn2)cc1	2%	41	8%	7%	i	4%	7%	0%	5%

Whole records, looked up by structure. Order of values: SW480 rerep	IL1B secr inh	HT1080 IDH1KD tx	HT1080NT lethal	ATXN viability	HepG2 tox	ATXN2 expr inh	MCF10A rereplic	KB-3-1 cytotox
Record of Nc1ccc(S(=O)(=O)Nc2ccc(Cl)nn2)cc1 = 2%	41	8%	7%	i	4%	7%	0%	5%
Record of CN1CCN(c2ccc(NC(=O)c3ccc4c(c3)OCO4)cc2)CC1 = 1%	-27	0%	-2%	i	-2%	15%	-1%	0%
Record of O=C(O)c1cccc(Nc2nc(-c3ccccc3)nc3ccccc23)c1 = -6%	13	-15%	-14%	i	-6%	11%	7%	-4%
Record of CNc1nnc(-c2cc3ccccc3oc2=O)s1 = ?	5	-18%	-17%	i	-13%	-25%	?	1%
Record of CSc1cc(C)n(-c2ccc(Cl)cc2)c(=S)c1C(C)=O = -5%	8	6%	7%	i	-8%	-6%	9%	-3%

Random draw from the library. Share with any hit: about 8.9%.
